Source: PubChem BioAssay
USP1-UAF1 inh: blocks the human USP1/UAF1 deubiquitinase complex. O94782. recombinant USP1/UAF1, Ub-Rhodamine cleavage fluorescence. Potency, µM (titrated, usually from 57.1 µM), for the others: top-dose activity change, negative = inhibition, usual class: inhibitors. hit rate 0.23% among 390,000; also: % is scaled to controls: 0 for no effect and ±100 for the full control effect; nearly all actives have a fitted effect of over 60% in size; inactives centre near -12
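1 nM enzyme complex + cpd, 15 min RT; start with Ub-Rho 150nM final; kinetic fluorescence ex 480/em 540, 6 reads q60 s. Buffer 50mM HEPES pH 7.8, 0.5mM EDTA, 0.1 mg/ml BSA, 1mM TCEP, 0.01% Tween-20.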
TrxR1 substrate: is turned over as a substrate by rat TrxR1 | O89049 | purified TrxR1 substrate turnover, NADPH consumption readout | Potency, µM (titrated, usually from 114 µM), for the others: at the highest dose activity change, negative = substrate turnover | hit rate 0.01% among 390,000; also: % is scaled to controls: 0 for no effect and ±100 for the full control effect; nearly all actives have a fitted effect of over 50% in size
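Rat TrxR1, dispensed at 90 nM, was prereduced with 400 uM NADPH (final) for 5 min at ~22 deg C, then incubated with compound 15 min before 400 uM selenite. A first-read NADPH fluorescence drop versus no-compound background flagged substrates.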
IDH1 R132H inh: blocks human mutant IDH1 R132H enzyme | AID 602179 | O75874 | hit rate 0.093% among 390,000 | IDH1-R132H enzyme, NADPH consumption, diaphorase/resazurin fluorescence | Potency, µM (highest dose often 76.6 µM), without a hit: at the top dose activity change, negative = inhibition, actives largely listed as inhibitors; also: % is scaled to controls: 0 for no effect and ±100 for the full control effect; nearly all actives have a fitted effect of over 65% in size
Target sequence (O75874 whole entry R132H, stated change not applied): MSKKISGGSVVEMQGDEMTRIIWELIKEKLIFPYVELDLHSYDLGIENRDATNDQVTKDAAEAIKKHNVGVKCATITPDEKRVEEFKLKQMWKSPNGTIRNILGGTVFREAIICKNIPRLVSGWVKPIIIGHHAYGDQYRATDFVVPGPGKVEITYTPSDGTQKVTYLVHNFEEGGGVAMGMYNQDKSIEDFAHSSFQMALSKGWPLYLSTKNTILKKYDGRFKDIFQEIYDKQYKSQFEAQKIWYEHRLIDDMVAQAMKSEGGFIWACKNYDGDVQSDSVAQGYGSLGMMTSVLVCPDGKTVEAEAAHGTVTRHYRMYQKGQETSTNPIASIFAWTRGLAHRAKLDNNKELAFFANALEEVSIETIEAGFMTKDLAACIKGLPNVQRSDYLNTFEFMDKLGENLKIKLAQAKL
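IDH1-R132H (0.5 ug/mL) preincubated 30 min with compound, then NADPH (0.016 mM) and alpha-KG (2 mM) added; 80 min at RT, pH 7.5. Remaining NADPH coupled via diaphorase/resazurin to fluorescence (540/590 nm); concentration-response curves normalized to no-enzyme control.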
Vif-APOBEC3F blk: inhibitors of Vif-A3F interaction | Potency, µM (series often up to 46.1 µM), for the others: top-dose activity, negative = active | hit rate 0.2% among 390,000 | AID 602313 | HeLa A3F-eYFP + Vif (tagged APOBEC3F with the HIV-1 protein that degrades it), YFP fluorescence increase; also: % of control where 0% means no effect; nearly all actives have a fitted effect of over 65% in size
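HeLa cells stably expressing A3F-eYFP plus Vif, plated and incubated overnight at 37 deg C, then exposed to compounds overnight at 37 deg C. Blocked degradation read as raised yellow fluorescence (Ex 488/Em 500-530).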
RXFP1 ag: RXFP1 (human) receptor agonism; Q9HBX9; HEK293T-RXFP1 cAMP TR-FRET, 30 min; response scale: percent of porcine relaxin response, buffer zero; Potency, µM (titrated, usually from 57.5 µM), without a hit: at the top dose activation, hits mostly activators; hit rate 0.3% among 370,000; AID 2676; also: % is scaled to controls: 0 for no effect and ±100 for the full control effect; nearly all actives have a fitted effect of over 60% in size; many of its hits are not listed in these tables
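Agonist response is measured as cAMP accumulation in an RXFP1-transfected HEK293T line under PDE4 inhibition. Values are scaled between buffer-only and 29 nM porcine relaxin, and EC50s come from standard Hill equation fits.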
12-LOX inh: inhibitors of human 12S-lipoxygenase ALOX12; P18054; purified 12hLO, xylenol orange hydroperoxide absorbance; Potency, µM (titrated, usually from 108 µM), inactives show at the highest dose activity change, negative = inhibition, hits mostly inhibitors; hit rate 1.1% among 580,000; AID 1671190; also: % is scaled to controls: 0 for no effect and ±100 for the full control effect
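Purified human 12hLO (150 nM final) in 25 mM Hepes, 0.01% Triton X-100, pH 7.0 was preincubated 15 min at room temperature with compound. Then 40 uM arachidonic acid was added, 30 min. Hydroperoxide was read by Fe-XO absorbance ratio 573/405 nm.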
RGS4 inh: inhibitors of human regulator of G protein signaling 4. P49798. Transcreener GDP fluorescence polarization, RGS4-accelerated GTP hydrolysis. Potency, µM (highest dose often 114 µM), inactives show at the top dose activity change, negative = inhibition, most hits filed as inhibitors. hit rate 0.039% among 390,000. AID 504845; also: % is scaled to controls: 0 for no effect and ±100 for the full control effect; nearly all actives have a fitted effect of over 75% in size; some results filed as inactive show a strong effect at the top dose
Target sequence (P49798 whole entry, looked up): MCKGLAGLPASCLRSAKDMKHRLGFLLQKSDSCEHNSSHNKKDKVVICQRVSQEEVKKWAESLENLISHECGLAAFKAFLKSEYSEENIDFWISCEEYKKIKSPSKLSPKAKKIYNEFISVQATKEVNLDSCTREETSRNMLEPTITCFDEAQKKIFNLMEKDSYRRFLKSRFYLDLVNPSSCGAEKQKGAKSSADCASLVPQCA
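MLSMR compounds (23 nl, pin-transferred) preincubated 10 min at room temperature with a 500nM (2x) first reagent, then RGS4 at 900nM (2x) plus Transcreener GDP mix added; fluorescence polarization (620/688 nm) read before and after 90 min at 30 °C.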
TrxR1 inh: blocks rat thioredoxin reductase 1. Potency, µM (titrated, usually from 114 µM), inactives show at the highest dose activity change, negative = inhibition, usual class: inhibitors. hit rate 1% among 390,000. recombinant rTrxR1, NADPH fluorescence consumption, selenite substrate. O89049. AID 588453; also: % is scaled to controls: 0 for no effect and ±100 for the full control effect; nearly all actives have a fitted effect of over 65% in size
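Rat TrxR1 (90 nM in the dispensed reagent) was pre-reduced with 400 uM NADPH for 5 min at room temperature, then incubated with compound for 15 min. After 400 uM selenite was added, NADPH fluorescence (Ex 340/Em 450 nm) was followed for 8 min.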
Vif-APOBEC3G blk: inhibitors of Vif-APOBEC3G interaction; Q9HC16; HeLa A3G-eYFP + Vif (tagged APOBEC3G with the HIV-1 protein that degrades it), YFP fluorescence, overnight; Potency, µM (highest dose often 46.1 µM), for the others: at the highest dose activity, negative = active, most hits filed as inhibitors; hit rate 0.076% among 410,000; AID 602310;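 also: % is scaled to controls: 0 for no effect and ±100 for the full control effect; nearly all actives have a fitted effect of over 60% in size; hits raise eYFP signal because A3G escapes Vif-driven loss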
Target sequence (Q9HC16 whole entry, looked up): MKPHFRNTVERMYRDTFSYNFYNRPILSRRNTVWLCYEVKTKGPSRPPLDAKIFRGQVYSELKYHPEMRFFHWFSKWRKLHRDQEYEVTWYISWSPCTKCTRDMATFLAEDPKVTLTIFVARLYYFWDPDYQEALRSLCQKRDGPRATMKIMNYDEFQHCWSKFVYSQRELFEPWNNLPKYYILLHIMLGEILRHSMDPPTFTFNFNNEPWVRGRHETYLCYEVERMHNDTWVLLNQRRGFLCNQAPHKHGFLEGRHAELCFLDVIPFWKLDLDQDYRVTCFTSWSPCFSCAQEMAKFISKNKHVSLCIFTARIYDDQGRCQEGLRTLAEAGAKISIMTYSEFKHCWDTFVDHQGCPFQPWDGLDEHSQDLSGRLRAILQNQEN
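HeLa cells stably expressing Vif and C-terminally eYFP-tagged A3G, seeded overnight at 37 deg C, then exposed to compound by pintool overnight at 37 deg C. Rise in yellow fluorescence (Ex 488/Em 500-530, Acumen) marks blocked Vif-driven A3G degradation.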
An asterisk follows results filed as active; ? = inconclusive; nt = no result given; & = joins results of further samples; [ ] = another dose, or the depositor's remark. Calls follow the shape of the dose curve; as a rule, active = well fitted curve in the direction sought with a large enough effect; inconclusive = small, poorly fitted or top-dose-only effect, or another doubt; inactive = no such curve, though single readings can be large; an effect the other way counts as inactive or inconclusive. Potency is read from the fitted curve at half-maximal effect. Only part of the results is shown; the hit share may differ from the screen's.

Start of the data: the first 2 entries (preview)
SMILES | USP1-UAF1 inh | TrxR1 substrate | IDH1 R132H inh | Vif-APOBEC3F blk | RXFP1 ag | 12-LOX inh | RGS4 inh | TrxR1 inh | Vif-APOBEC3G blk
S=C(Nc1ccccc1Cl)NC1CCN(Cc2ccccc2)CC1 | -1% | -4% | 3% | 11% | 1.1% | -22% | 2% | ? | 3%
Cc1cc(Sc2nc(NC(C)(C)C)nc(N3CCOCC3)n2)nc(Cl)n1 | -19% | -3%[57.1 µM] | 1% | 5% | 0.9% | -5% | 18% | -17%[57.1 µM] | 3%

All compounds of this part (from the top)
SMILES | USP1-UAF1 inh | TrxR1 substrate | IDH1 R132H inh | Vif-APOBEC3F blk | RXFP1 ag | 12-LOX inh | RGS4 inh | TrxR1 inh | Vif-APOBEC3G blk
S=C(Nc1ccccc1Cl)NC1CCN(Cc2ccccc2)CC1 | -1% | -4% | 3% | 11% | 1.1% | -22% | 2% | ? | 3%
Cc1cc(Sc2nc(NC(C)(C)C)nc(N3CCOCC3)n2)nc(Cl)n1 | -19% | -3%[57.1 µM] | 1% | 5% | 0.9% | -5% | 18% | -17%[57.1 µM] | 3%
O=C(COC(=O)c1ccc[nH]c1=O)NC1CCCc2ccccc21 (stereo not given) | -9% | 5% | -7% | 5% | 0.7% | -15% | -25% | 11% | -2%
O=C(O)CC1Sc2ccccc2NC1=O (stereo not given) | -22% | -9%[57.1 µM] | 4% | 2% | 0.8% | ? | -19% | 13% | -6%
CCOC(=O)Cc1csc(NC(=O)c2ccoc2C)n1 | -15% | 10% | 6% | -6% | -0.8% | 3% | -2% | 3% | -1%
Cc1cccc(CN2C(=O)c3ccccc3Sc3ccc(C(=O)NCCc4ccccc4)cc32)c1 | -11% | -2%[57.1 µM] | -6% | -1% | 2.2% | -24% | 5% | 23%[57.1 µM] | 2%
O=C(NCc1cccnc1)c1cccc(F)c1 | -9% | -3% | 8% | 0% | 1.6% | 10% | -15% | 2% | 1%
Cc1ccc(Nc2nc(NCc3ccco3)c3ccccc3n2)cc1 | -7% | 17%[57.1 µM] | -18% | 18% | 5.7% | ? | -22% | 11%[57.1 µM] | -10%
Brc1ccc(Oc2nnnn2-c2ccccc2)cc1 | -18% | -8% | 2% | -3% | 1.3% | -8% | 21% | -2% | 3%
COCc1nn2cc(-c3ccc(C)cc3)nc2s1 | -7% | 1% | 21% | 2% | 0.3% | -27% | -1% | -6% | 2%
CNC(=O)c1c(NC(=O)Cc2coc3ccc(C)cc23)sc2c1CCCC2 | -9% | -2% | 8% | -23% | -0.7% | 3% | -50% | -19% | -5%
Cc1c([N+](=O)[O-])c(C(=O)Sc2ccc(Br)cc2)nn1C | -15% | 7% | 2% | 3% | 1.8% | 0% | -34% | ? | -5%
CCOc1ccc(NC(=O)CN(C)C(=O)c2c(-c3ccccc3)noc2C)cc1OCC | -24% | 2% | 0% | -17% | 0.4% | 12% | -2% | 15% | 3%
CC(=O)N1CCCc2cc(S(=O)(=O)N3CCCC(C(=O)Nc4ccc(C)cc4C)C3)ccc21 (stereo not given) | -24%&3% | -8% | -5%&10% | -2%&3% | -1.2%&4.3% | -2%&-5% | 23%&-32% | -8% | 2%&-2%
CC(=O)Nc1cccc(C(=O)OCC(=O)NCc2cc(C)c(O)c(C)c2)c1 | -23% | -4% | 3% | -6% | 1.5% | 23% | 2% | -5% | -6%
N#Cc1ccsc1NC(=O)c1cccc(-n2cnnn2)c1 | -12% | 5%[57.1 µM] | 6% | 2% | 9.3% | 7% | ? | 7%[57.1 µM] | -3%
CCN(CC)C(=O)C1=C(C)N(Cc2ccc(OC)cc2)C(=O)C(CC(=O)NC2CCCC2)C1 (stereo not given) | -6% | nt | 0% | -1% | nt | ? | nt | nt | 1%
NN=C1c2cc(S(=O)(=O)NCCO)ccc2-c2ccc(S(=O)(=O)NCCO)cc21 | nt | -7% | nt | nt | nt | nt | -25% | -25% | -2%
CCS(=O)(=O)c1nc(S(=O)(=O)c2ccc(C)cc2)c(N2CCC3(CC2)OCCO3)s1 | -8% | -2% | -2% | -11% | 9.9% | 4% | 26% | 17% | 1%
COc1cc(NC(=O)C2CCC(CNc3c(N4CCCCC4)c(=O)c3=O)CC2)cc(OC)c1 (stereo not given) | -8% | -3% | 3% | 4% | 0.7% | 7% | -29% | -2% | 0%
O=C(CO/N=C/c1ccccc1OC(F)F)N1CCc2ccccc21 | -16% | -2% | 5% | 0% | -2.0% | -3% | 1% | 7% | 3%
O=S(=O)(NC1CCCCC1N1CCC(O)CC1)c1ccc(Cl)cc1 (stereo not given) | -6% | -3% | -14% | -4% | 4.5% | -10% | -26% | -7% | 1%
COc1cc2c(cc1N)-c1ccc(N)cc1C2=O | -33% | nt | 3% | -3% | nt | ? | nt | nt | 8%
Cc1cccc(C)c1NC(=O)CCCN1C(=O)CCn2nc(-c3cn(C)c4ccccc34)cc21 | -30% | 2%[57.1 µM] | 5% | 1% | 0.5% | -14% | -12% | 7%[57.1 µM] | -2%
COc1ccc(C(=O)/C=C/N(C)C)cc1OC | -22% | 3%[57.1 µM] | 1% | 1% | 2.8% | 0% | 1% | -27% | -6%
Cc1ccc(C(=O)N/C(=C\c2cccs2)C(=O)NCCc2c[nH]c3ccccc23)cc1 | -25% | -8% | 1% | -9% | -0.1% | 1% | -26% | 2% | 2%
COc1ccccc1NC(=O)CC(c1ccc(OC(C)C)cc1)c1ccccc1OC (stereo not given) | -20% | -5% | 2% | 3% | -2.3% | 1% | -16% | -3% | 5%
CN(CC(=O)NCCCN1CCOCC1)S(=O)(=O)c1ccc(Cl)cc1 | 3% | -7% | 0% | -3% | nt | 3% | 6% | -4% | -7%
Cc1ccccc1OCC(=O)NNC(=O)c1ccc(-c2ccccc2)cc1 | -9% | 12% | 1% | -4% | 0.6% | 0%[57.4 µM] | 14% | 29% | 0%
O=C(NCc1ccccc1)C1(C(F)(F)F)C/C(=C\CCO)CCCO1 (stereo not given) | -10% | 1%&1% | 4% | -6% | nt | 19% | -17%&-11% | 8%&3% | -4%&3%
Cc1ccc(-c2nn(-c3ccccc3)cc2/C=N/NS(=O)(=O)c2ccccc2)cc1 | -21% | -9% | 0% | 1% | 1.3% | -8% | -7% | 20%[57.1 µM] | 0%
Cc1ccccc1-c1ccccc1N | -5% | -2% | -10% | -2% | 1.3% | 0% | 2% | 2% | -8%
CSc1ncnc2c1ncn2CCCN1CCN(c2ccccn2)CC1 | -1% | nt | 11% | 2% | nt | -2% | nt | nt | -2%
Cc1ccc(NC(=O)CSCC(=O)Nc2ccc(S(=O)(=O)N3CCCC3)cc2)cc1 | -11% | -3% | 4% | -18% | -0.5% | -18% | 6% | -8% | 1%
Cc1ccc2c(CN(C)Cc3ccc(Cl)cc3Cl)cc(=O)oc2c1 | -7% | -13% | 2% | -5% | 3.9% | -16% | -11% | 40%[activator][57.1 µM] | 0%
CCCn1c(N)c(C(=O)COc2ccc(Br)cc2F)c(=O)n(C)c1=O | -7% | 7% | 8% | 0% | 0.7% | -2% | -3% | 18% | 0%
CCOC(=O)c1cnc2ccc(C)cc2c1Sc1ccccc1 | -12% | 0%[57.1 µM] | 8% | -8% | 5.2% | ? | 11% | ? | -8%
COc1ccc([C@@H]2CC=C(C(=O)O)[C@H](c3ccccc3)N2S(=O)(=O)c2ccccc2C)cc1 | -27% | 8%[57.1 µM] | -12% | -2% | 0.0% | -27% | 14% | 11%[57.1 µM] | -3%
COc1ccc(NC(=S)N2CCN(Cc3ccccc3)CC2)c(OC)c1 | -4% | 2% | 4% | -6% | -0.2% | -2% | -4% | 3% | 0%
O=C(O)CCCN1C(=O)C(=O)/C(=C(/O)c2ccccc2)C1/C=C/c1ccccc1 (stereo not given) | -24% | 8%[57.1 µM] | 5% | 1% | -2.8% | ? | ? | 16%[57.1 µM] | -4%
Cc1onc(-c2ccccc2)c1C(=O)Nc1ccccc1N1CCOCC1 | -27% | 10% | 3% | -21% | 0.5% | 0% | 4% | 20% | -6%
Cc1ccc(S(=O)(=O)N2CCCCC2)cc1NC(=O)Nc1ccc(Cl)cc1Cl | -14% | 2% | -2% | 0% | 1.2% | -26% | -17% | 29% | -1%
COc1ccc(S(=O)(=O)NC2CC2)cc1Br | -12% | 6% | 7% | 1% | 0.9% | ? | -16% | 15% | -10%
Cn1c(N)c(C(=O)COC(=O)COc2ccc(Cl)cc2Cl)c(=O)n(C)c1=O | -18% | -1% | 4% | -2% | nt | -19% | -22% | 14%[57.1 µM] | -4%
COc1ccc(C(=O)Nc2nc3ccccc3[nH]2)cc1OC | -9% | -3% | 1% | -18% | 0.8% | ? | -47% | 8% | 0%
CC(C)C[C@@H](CN1C(N)=NC[C@@H]1C)NC(=O)CC12CC3CC(CC(C3)C1)C2 | ? | 10% | -6% | 1% | nt | 10% | -9% | 28% | -1%
C#CC(=O)CC1(CN(Cc2ccccc2)C(=O)OC(C)(C)C)CCCCC1 | -26% | -5% | -3% | -9% | nt | -18% | ? | 2µM* | -7%
COc1ccc(CNS(=O)(=O)CCNC(=O)c2ccc3c(c2)OCO3)cc1 | 1% | -6%[57.1 µM] | 5% | 0% | 0.3% | 2% | 8% | -4%[57.1 µM] | -4%
